High-throughput results: PubChem BioAssay, National Center for Advancing Translational Sciences (NCATS)
ELG1 genotoxic: inducers of genotoxicity in HEK293T ELG1-luciferase cells; HEK293T ELG1-luciferase reporter, luminescence, 16 h; 330,000 tested, 1.3% active; Potency, µM (highest dose often 46 µM), inactives show at the top dose activity change, positive = activation, actives largely listed as activators; note: potency is the fitted concentration of half-maximal effect; % of control where 0% means no effect; nearly all actives have a fitted effect of over 60% in size
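HEK293T cells expressing luciferase-tagged ELG1 were treated with compound or DMSO for 16 hr at 37°C. Luciferase activity was then read after 30 min with ONE-Glo at room temperature; rising signal flags genetic stress.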
uPA generation: blocks generation of uPA at the cell surface; cell surface uPA generation assay, qHTS; Potency, µM (titrated, usually from 38.3 µM), for inactives: top-dose activity change, negative = inhibition, usual class: inhibitors; 330,000 tested, 0.31% active; AID 540303; active = well fitted inhibition curve with a large enough effect; inconclusive = small, poorly fitted or top-dose-only effect; inactive = no such curve, though single readings can be large or run the other way; tested in mouse RAW 264.7 cells; note: potency is the fitted concentration of half-maximal effect; % is set by controls: 0 for no effect and ±100 for the full control effect; nearly all actives have a fitted effect of over 55% in size
a7 integrin act: activates integrin-mediated alleviation for muscular dystrophy | alpha7betagal myoblasts, beta-gal FDG fluorescence, 48 h | Potency, µM (titrated, usually from 38.3 µM), inactives show top-dose activation, hits mostly activators | 350,000 tested, 0.064% active | AID 624291;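 note: potency is the fitted concentration of half-maximal effect; 100% = response of the positive control SU9516; nearly all actives have a fitted effect of over 60% in size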
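alpha7betagal+/- myoblasts (passage 13, 250/well) treated 48 h at 37C with compounds at 1:260 dilution of DMSO stock. Lysed, then beta-galactosidase activity read as FDG fluorescence (ex 480/em 540) after 30 min, with pre-read for autofluorescence.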
Eya2 phos inh: Eya2 (human) phosphatase inhibition; O00167; recombinant Eya2, OMFP fluorescence dephosphorylation (OMFP is methylfluorescein phosphate); Potency, µM (doses to about 76.9 µM), without a hit: top-dose activity, negative = inhibition, hits mostly inhibitors; 330,000 tested, 0.006% active; AID 488837; note: potency is the fitted concentration of half-maximal effect; % is set by controls: 0 for no effect and ±100 for the full control effect
Target sequence (O00167 whole entry, looked up): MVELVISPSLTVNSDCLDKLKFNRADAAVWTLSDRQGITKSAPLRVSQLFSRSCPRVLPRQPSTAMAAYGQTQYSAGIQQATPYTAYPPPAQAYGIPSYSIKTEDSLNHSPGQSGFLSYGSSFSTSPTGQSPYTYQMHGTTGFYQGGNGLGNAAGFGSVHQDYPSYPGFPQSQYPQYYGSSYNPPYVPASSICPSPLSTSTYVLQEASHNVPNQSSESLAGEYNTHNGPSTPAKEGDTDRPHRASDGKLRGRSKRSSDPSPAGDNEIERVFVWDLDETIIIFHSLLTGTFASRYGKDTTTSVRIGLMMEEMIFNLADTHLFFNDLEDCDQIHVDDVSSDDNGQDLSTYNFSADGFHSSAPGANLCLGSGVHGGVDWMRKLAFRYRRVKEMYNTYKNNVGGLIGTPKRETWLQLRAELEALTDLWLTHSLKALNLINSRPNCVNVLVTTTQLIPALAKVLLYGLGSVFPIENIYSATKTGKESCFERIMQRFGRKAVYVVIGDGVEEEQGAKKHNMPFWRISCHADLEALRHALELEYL
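Eya2 (0.2 uM) preincubated 10 min at ambient with compound, then OMFP substrate added at 50 uM; 10 min reaction in 50 mM HEPES pH 7.5, 50 mM NaCl, 5 uM MgCl2, 0.05% BSA, 1 mM DTT. Fluorescence read at Ex 485/Em 525 nm.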
PTAP TSG101 blk: blocks PTAP/TSG101 interaction to inhibit HIV-1 budding. Fluorescence polarization, FITC-PTAP peptide / Tsg101 binding. AID 493005. 340,000 tested, under 10 active. Q99816. Potency, µM (titrated, usually from 115 µM), without a hit: at the highest dose activity change, negative = inhibition, actives largely listed as inhibitors; active = well fitted inhibition curve with a large enough effect in the main read-out, with a control signal flat, not every such curve was filed as active; inconclusive = small, poorly fitted or top-dose-only effect, or effect the other way, or a change in a side signal; inactive = no such curve, though single readings can be large or run the other way; note: potency is the fitted concentration of half-maximal effect; % of control where 0% means no effect
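Fluorescence anisotropy tracks displacement of a FITC-tagged PTAP peptide (50 nM) from the Tsg101 binding domain (10 uM), following a 20 min room-temperature incubation at pH 7.5.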
B2AR arrestin: recruits beta-arrestin to the human beta2-adrenergic receptor; 330,000 tested, 0.02% active; Potency, µM (top dose mostly 46.1 µM), for inactives: top-dose activation, hits mostly activators; beta-arrestin recruitment to beta2AR, cell-based reporter; P07550;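 note: potency is the fitted concentration of half-maximal effect; 0% = DMSO controls and full agonism = EC100 isoproterenol or metaproterenol; nearly all actives have a fitted effect of over 65% in size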
BRCA1 expr up: activators of BRCA1 expression; MCF7-BRCA1-FFLuc reporter, luminescence, 48 h; response scale: scaled: vehicle 0%, 10 µM genistein 100%; Potency, µM (series often up to 46.1 µM), for inactives: at the highest dose activation, most hits filed as activators; 380,000 tested, 1.1% active; AID 624202; note: potency is the fitted concentration of half-maximal effect; nearly all actives have a fitted effect of over 80% in size; some results filed as inactive show a strong effect at the top dose
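Reporter cells (MCF7, BRCA1 promoter-firefly luciferase) received library compounds across a concentration series for 48 h. End-point luminescence was measured and concentration-effect curves derived after normalization.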
p53 reactivation: re-activators of mutant p53; H1299 p53-A138V BP100-luciferase reporter, luminescence, 24 h; 320,000 tested, 0.063% active; AID 504706; Potency, µM (doses to about 92.2 µM), without a hit: at the highest dose activity change, positive = activation, usual class: activators; note: potency is the fitted concentration of half-maximal effect; % of control where 0% means no effect; nearly all actives have a fitted effect of over 45% in size
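H1299 (p53-null), stable ts p53-A138V + BP100-Luc; 1000 cells/well, Opti-MEM/10% FBS; cpd 4 pt, 1:5; 24 h, 37 deg C, 5% CO2; detection reagent 10 min RT; luminescence.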
TRPV1 ag: human TRPV1 agonism; TRPV1-expressing cells, Fluo-8 calcium influx, agonist mode; activation, % at 8.33 µM; 320,000 tested, 0.19% active; AID 540275; in the data active = activation above about 80%; inconclusive = between about 30% and that limit; note: 0% is about no effect
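Fluo-8 calcium influx in TRPV1-expressing cells, kinetic read (ex 480/em 520 nm). Compound added and read 3 min for agonist activity, followed by capsaicin at EC20 final and 2 min further read for enhancement.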
USP2a block: inhibitors of human ubiquitin-specific protease USP2a; USP2 core, Ub-CHOP2 coupled fluorogenic reporter, 485/531; Potency, µM (top dose mostly 38.3 µM), inactives show at the top dose activity change, negative = inhibition, hits mostly inhibitors; 330,000 tested, 0.01% active; AID 463254;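 note: potency is the fitted concentration of half-maximal effect; plate controls were DMSO wells for no effect and full inhibition by NEM control for full effect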
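USP2 core (10nM final) preincubated 30min RT with compound in 20mM Tris-HCl pH 8.0, 2mM CaCl2, 2mM beta-mercaptoethanol, 0.05% CHAPS; 25nM Ub-CHOP2 plus 25nM reporter substrate added, fluorescence (Ex485/Em531) read after 60min.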
S-ASM inh: human S-ASM enzyme inhibition; Potency, µM (doses to about 57.5 µM), for the others: at the top dose activity change, negative = inhibition, usual class: inhibitors; 340,000 tested, 0.006% active; placental ASM, HMU-PC fluorogenic substrate, 60 min; note: potency is the fitted concentration of half-maximal effect
Target sequence (P17405 47-631 limits assumed): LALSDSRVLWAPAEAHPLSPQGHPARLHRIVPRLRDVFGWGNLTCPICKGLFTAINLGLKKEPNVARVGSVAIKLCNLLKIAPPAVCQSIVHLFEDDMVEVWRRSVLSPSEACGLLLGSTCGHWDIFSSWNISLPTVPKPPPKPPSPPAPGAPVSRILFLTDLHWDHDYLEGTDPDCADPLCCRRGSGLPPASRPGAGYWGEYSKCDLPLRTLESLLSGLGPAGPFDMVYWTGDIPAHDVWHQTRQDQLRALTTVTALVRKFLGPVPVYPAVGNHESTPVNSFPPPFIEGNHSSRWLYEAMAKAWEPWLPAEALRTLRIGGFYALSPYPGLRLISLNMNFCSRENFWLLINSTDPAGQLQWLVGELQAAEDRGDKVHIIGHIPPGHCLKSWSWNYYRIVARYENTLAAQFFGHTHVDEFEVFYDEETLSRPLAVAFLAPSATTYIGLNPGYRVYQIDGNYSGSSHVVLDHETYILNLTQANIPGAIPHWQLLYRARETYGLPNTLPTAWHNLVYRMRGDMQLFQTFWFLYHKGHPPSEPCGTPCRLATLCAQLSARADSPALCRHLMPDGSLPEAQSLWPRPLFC
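Fluorogenic HMU-PC substrate (9 uM final) is turned over by placental ASM in 60 min at 37 C after a 10 min compound preincubation. Reaction ended by alkaline stop (pH 10), with fluorescence read at 386/447 nm.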
* hit, by the source's call; i = inactive; ? = inconclusive; . = not tested or not shown; [ ] = another dose, or the depositor's remark. Unless noted, calls come from the whole dose curve; as a rule, active = well fitted curve in the direction sought with a large enough effect; inconclusive = small, poorly fitted or top-dose-only effect, or another doubt; inactive = no such curve, though single readings can be large; an effect the other way counts as inactive or inconclusive.

smiles	ELG1 genotoxic	uPA generation	a7 integrin act	Eya2 phos inh	PTAP TSG101 blk	B2AR arrestin	BRCA1 expr up	p53 reactivation	TRPV1 ag	USP2a block	S-ASM inh
CC(C)n1nccc1NC(=O)Nc1ccccc1	5%	5%	9%	0%	-1%	0.0%	-8%	1%	-1	1%	7%
CC(=O)Nc1cccc(OCC(O)Cn2c(C)nc3ccccc32)c1 (stereo not drawn)	-7%	.	-19%	0%	0%	-0.4%	-1%	0%	-5	2%	1%
O=C(NC1CCSc2ccccc21)c1ccccc1Br (stereo not drawn)	-4%	-10%	-9%	2%	1%	-0.1%	0%	0%	?	0%	2%
CCc1ccccc1NC(=O)C1COc2ccccc2O1 (stereo not drawn)	-1%	3%	0%	7%	-2%	-0.2%	-13%	.	3	1%	1%
O=C(Cc1ccc(Cl)c(Cl)c1)OCC(=O)c1ccc[nH]1	-1%	4%	6%	-6%	0%	0.1%	-18%	2%	11	3%	-1%
CC(=O)c1c(OC(=O)c2ccco2)c2ccccc2n1C	-22%	-2%	-15%	4%	-2%	-0.7%	-24%	13%	12	-1%	-7%
Oc1ccc2ccccc2c1N=Nc1ccccc1F	1%	-11%	-15%	6%	-3%	-0.2%	-46%	?	24	1%	-11%
CCc1ccc(S(=O)(=O)N(C(=O)c2ccncc2)c2ccc(OC(=O)c3ccncc3)cc2)cc1	-8%	-3%	-11%	1%	0%	-0.9%	-6%	4%	-1	2%	1%
O=C(Nc1ccc(F)cc1)N1CCc2ccccc2C1	?	-1%	?	3%	2%	0.2%	?	12%	?	2%	1%
Brc1ccc(/C=N/Nc2ccccn2)cc1	?	2%	?	-16%	-7%	-0.6%	91%	?	16	10%	-4%
Cc1ccc(C)c(CN2CCCN(Cc3cc(C)ccc3C)S2(=O)=O)c1	-1%	0%	-16%	-11%	0%	0.1%	-53%	2%	5	-1%	-5%
CSc1nc(N)nc2c1ncn2CC(=O)Nc1ccc(C)c(C)c1	3%	-28%	-18%	-1%	0%	-0.8%	0%	1%	.	0%	-1%
O=C(Cc1ccccc1Cl)NC1(O)C(=O)c2ccccc2C1=O	1%	0%	2%	-8%	0%	-0.6%	38%	7%	-2	-1%	3%
COCCCNc1nc2c(-c3cccc(C)c3)nnn2c2ccccc12	-1%	2%	21%	-25%	1%	0.2%	-23%	5%	17	5%	.
O=C1c2cccc3cccc(c23)C(=O)N1CCN1CCN(CC(O)COCc2ccc(Cl)cc2)CC1 (stereo not drawn)	-5%	-8%	-42%	-4%	-1%	-0.8%	-60%	5%	1	0%	-3%
CC(C)Cn1c(N)c(C(=O)CCl)c(=O)n(C)c1=O	-4%	6%	17%	12%	0%	-0.5%	17%	-4%	1	1%	-2%
Fc1ccc(N2CCN(C(=S)NCC3CCCO3)CC2)cc1 (stereo not drawn)	-12%	-3%	-10%	-3%	-2%	0.4%	-2%	-2%	1	0%	0%
Cc1cc(C(=O)CN2C(=O)NC(c3ccccc3)(c3ccccc3)C2=O)c(C)n1Cc1ccco1	-5%	1%	6%	3%	-1%	-0.4%	-43%	4%	0	-11%	-2%
CC1CC(C)CN(CC(=O)NC(c2ccccc2)c2ccccc2)C1 (stereo not drawn)	-8%	-3%	-1%	-7%	-4%	0.2%	-29%	1%	?	-1%	5%
Cc1ccsc1/C=N/NC(=O)c1ccc(Cn2cc(Br)cn2)o1	0%	-4%	22%	-5%	0%	-0.2%	-3%	3%	5	4%	-3%
COC(=O)c1ccncc1C(=O)Nc1ccc(F)cc1	4%	0%	10%	2%	-1%	-0.2%	24%	1%	2	6%	2%
COc1cc2cc(CCCOC(=O)CCCC(=O)O)oc(=O)c2cc1OC	4%	11%	-7%	1%	1%	-0.8%	-12%	11%	-2	0%	1%
COc1cc(OC)cc(-c2nnc(SCc3ccc(C(=O)O)cc3)o2)c1	0%	-3%	15%	7%	-4%	-0.1%	-1%	-25%	-1	0%	3%
O=C1NC(=S)N/C1=C/c1cccn1-c1ccc([N+](=O)[O-])cc1	0%	-9%	10%	-12%	1%	-1.0%	0%	-1%	-12	-3%	-3%
O=C1c2ccccc2/C(=C\c2ccc(Br)s2)N1c1ccccc1	0%	-11%	8%	9%	-3%	0.1%	-7%	6%	.	0%	17%
COc1ccccc1/C=C/C(=O)N1CCc2cc(OC)c(OC)cc2C1C (stereo not drawn)	-10%	-6%	-23%	0%	-2%	8.8%	-17%	-36%[inhibitor]	9	3%	-1%
CN1CCN(S(=O)(=O)c2ccc(N(C)Cc3c(F)cccc3Cl)nc2)CC1	2%	20%	-12%	-12%	-5%	0.0%	-9%	9%	.	-6%	2%
S=C1NCCc2ccccc2C1c1ccccc1Cl (stereo not drawn)	-5%	4%	-6%	-9%	-6%	0.1%	-23%	5%	1	-5%	-1%
O=C(COC(=O)c1ccc(Br)cc1)Nc1ccccc1Br	-2%	-1%	-26%	-9%	-5%	-0.2%	-3%	4%	4	-2%	-4%
Oc1ccccc1-c1csc(-c2ccccc2)n1	-11%	-2%	7%	-4%	2%	0.4%	-4%	?	14	0%	-7%

Some of these compounds in order of their number in TRPV1 ag, smallest number first:
Compound | uPA generation | a7 integrin act | Eya2 phos inh | PTAP TSG101 blk | B2AR arrestin | p53 reactivation | TRPV1 ag | USP2a block | S-ASM inh
O=C1NC(=S)N/C1=C/c1cccn1-c1ccc([N+](=O)[O-])cc1 | -9% | 10% | -12% | 1% | -1.0% | -1% | -12 | -3% | -3%
COc1cc(OC)cc(-c2nnc(SCc3ccc(C(=O)O)cc3)o2)c1 | -3% | 15% | 7% | -4% | -0.1% | -25% | -1 | 0% | 3%
CCc1ccccc1NC(=O)C1COc2ccccc2O1 (stereo not drawn) | 3% | 0% | 7% | -2% | -0.2% | . | 3 | 1% | 1%

Next part.
smiles	ELG1 genotoxic	uPA generation	a7 integrin act	Eya2 phos inh	PTAP TSG101 blk	B2AR arrestin	BRCA1 expr up	p53 reactivation	TRPV1 ag	USP2a block	S-ASM inh
O=C(CNc1ccc(Br)cc1)c1ccccc1	?	.	-36%	2%	-6%	-0.4%	2%	11%	26	0%	-2%
CCOc1ccc(NC(=O)N(C2CCCC2)C2CCN(C(C)=O)CC2)cc1	10%	-9%	-9%	-1%	-2%	0.0%	-8%	1%	0	0%	8%
CCCn1c(SCC(=O)Nc2cccc(C)n2)nnc1-c1ccco1	2%	3%	15%	1%	-5%	-0.3%	-8%	-9%	-2	1%	4%
O=C(Nc1ccc(S(=O)(=O)NC2=NCCCCC2)cc1)c1ccco1	1%	-10%	4%	6%	-5%	0.0%	11%	-1%	0	2%	-1%
CCOC(=O)c1csc(-c2ccc(OC)c(OC)c2)n1	-1%	-12%	?	-1%	-3%	-1.6%	23%	3%	4	3%	-4%
COC(=O)c1ccc(OC(=O)c2cccnc2SC)cc1	7%	-2%	4%	18%	-1%	-0.3%	-19%	7%	3	7%	-5%
CSc1ncccc1C(=O)OCc1ccccc1F	16%	-6%	-14%	9%	-1%	-0.2%	11%	?	3	2%	0%
COc1ccccc1CC(=O)NC1CC(C)(C)NC(C)(C)C1	0%	1%	-3%	2%	-5%	-0.1%	-10%	?	-10	-1%	4%
CCN(CC(=O)NCc1cccs1)C(=O)c1ccc(NS(=O)(=O)c2ccc(C(C)=O)cc2)cc1	-10%	7%	-15%	0%	-6%	-0.2%	-12%	-4%	-4	3%	1%
C(=C\c1ccco1)/C1=NN(c2ccccc2)C(c2ccco2)C1 (stereo not drawn)	5%	-3%	-28%	9%	3%	?	-25%	?	9	-2%	i
CCOCCCNC(=S)N1CCN(C(=O)C(=O)Nc2ccc(C(=O)OC)cc2)CC1	0%	0%	-9%	-22%	-1%	0.1%	-8%	-7%	4	-2%	2%
CCOC(=O)Nc1sc(NS(=O)(=O)c2ccccc2)nc1C	0%	7%	-2%	9%	-4%	-1.4%	-2%	3%	-3	-1%	-2%
O=C(O)C1CCCC2CN3CCc4c([nH]c5ccccc45)C3C(O)C21 (stereo not drawn)	0%	1%	31%	10%	-16%	-0.9%	3%	7%	0	4%	15%
CCc1ccccc1NC(=S)N(Cc1ccco1)C(C)c1cccs1 (stereo not drawn)	-9%	0%	2%	5%	-4%	0.1%	-29%	0%	2	3%	-3%
COc1ccc(S(=O)(=O)N(C)CC(=O)NC2CCCC2)cc1OC	3%	2%	17%	-2%	-3%	-0.5%	-17%	6%	-2	1%	4%
Nc1cc(Nc2ccc(Br)cc2)nc(N)n1	?	-6%	?	18%	-13%	0.2%	86%	7%	1	3%	-1%
CCOC(=O)c1c(-c2ccc(-c3ccccc3)cc2)csc1NC(=O)CCN1CCOCC1	-9%	1%	-27%	-2%	-1%	0.4%	-96%[inhibitor]	-9%	7	2%	?
